High-throughput results from PubChem BioAssay.
CHRM1 PAM = positive allosteric modulators of human M1 muscarinic receptor | activation, % at 3 µM | P11229 | 360,000 compounds, 0.088% hits | CHO-K1 hM1, Fluo-8 calcium fluorescence, ACh EC20; 0% = ACh EC20, 100% = maximal ACh; in the data active = activation above about 19%, passing the limit was not always enough
Target sequence (P11229 whole entry, looked up): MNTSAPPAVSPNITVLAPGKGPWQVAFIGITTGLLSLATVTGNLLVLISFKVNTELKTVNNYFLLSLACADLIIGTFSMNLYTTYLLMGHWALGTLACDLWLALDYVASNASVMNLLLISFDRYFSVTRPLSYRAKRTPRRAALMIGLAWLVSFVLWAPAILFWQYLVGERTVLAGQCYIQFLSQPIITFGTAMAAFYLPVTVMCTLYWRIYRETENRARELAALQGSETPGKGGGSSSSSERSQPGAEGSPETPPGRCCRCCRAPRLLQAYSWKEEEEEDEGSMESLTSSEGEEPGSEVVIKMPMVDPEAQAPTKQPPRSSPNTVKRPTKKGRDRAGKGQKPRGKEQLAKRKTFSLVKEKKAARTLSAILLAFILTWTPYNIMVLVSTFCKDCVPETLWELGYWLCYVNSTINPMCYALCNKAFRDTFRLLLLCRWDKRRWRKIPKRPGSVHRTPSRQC
CHRM4 antagonist = CHRM4 antagonism in calcium assay; CHO-hM4 cells, ACh EC80, Fluo-8 calcium fluorescence; inhibition, % at 3 µM; P08173; 360,000 compounds, 0.73% hits;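 active = inhibition above its plate's cutoff, the mean inhibition of sample wells plus 3 SD, cut at about 27% in these data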;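 also: 0% = acetylcholine EC80 with DMSO and 100% = DMSO without agonist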
M1 antag = blocks human M1 muscarinic receptor; P11229; CHO-K1 hM1, Fluo-8 calcium fluorescence, ACh EC80 antagonist; inhibition, % at 3 µM; 360,000 compounds, 1.3% hits;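 active = percent inhibition above its own plate's cutoff, namely the mean of that plate's compound wells plus 3 SD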;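 also: peak over basal fluorescence ratio during 140 s after agonist addition; 0% = ACh EC80 plus DMSO and 100% = DMSO alone without agonist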
CHO-K1 Ca ag = counter-screen for M1 agonists: effect in parental CHO-K1 cells. Fluo-8 calcium fluorescence; scaled to maximal ATP response, vehicle zero. activation, % at 3 µM. 360,000 compounds, 0.48% hits; in the data active = activation above about 15%;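 also: untransfected CHO-K1 host cells lacking M1 receptor as counterscreen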
CHO parental Ca = counter-screen: ATP calcium response change in parental CHO cells | parental CHO-K1, ATP-induced calcium, Fluo-8 fluorescence | inhibition, % at 5.6 µM | 330,000 compounds, 0.63% hits;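 active = inhibition above that plate's mean sample inhibition plus 3 SD, cut at about 26% in these data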;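 also: 0% = ATP-challenged DMSO wells and 100% = DMSO wells without ATP; some compounds past the cut are filed as inactive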
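material = parental CHO cells | also added = ATP as calcium-mobilizing challenge | dosing = single point at 5.6 µM | detection = intracellular calcium via Fluo-8 no-wash fluorescent dye | read-out = % inhibition | benchmarks = low control ATP plus DMSO, high control DMSO only | repeats = one well per compound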
CHRM4 agonist = agonists of human muscarinic M4 receptor (CHRM4); P08173; CHO-K1 hM4/Gqi5, Fluo-8 calcium fluorescence; vehicle 0%, full acetylcholine response 100%; activation, % at 3 µM; 360,000 compounds, 0.14% hits; AID 624127;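 active = activation above the run mean over all test wells plus 3 SD, cut at about 32% in these data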;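 also: peak over basal fluorescence ratio per well then scaled between controls; 0% = DMSO wells and 100% = acetylcholine at EC100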
OXTR potentiator = potentiators of human oxytocin receptor | P30559 | CHO-OTR cells, Fluo-8 calcium fluorescence, potentiator mode; 0% = oxytocin EC15, 100% = EC100 | activation, % at 3 µM | 320,000 compounds, 0.061% hits | AID 2445;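 active = activation above that plate's cutoff, the mean activation of tested compounds plus 3 SD, cut at about 6.6% in these data, passing the limit was not always enough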;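 also: 100% uses oxytocin at 75 nM as the full agonist control; some results filed as inactive read as strong as hits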
Target sequence (P30559 whole entry, looked up): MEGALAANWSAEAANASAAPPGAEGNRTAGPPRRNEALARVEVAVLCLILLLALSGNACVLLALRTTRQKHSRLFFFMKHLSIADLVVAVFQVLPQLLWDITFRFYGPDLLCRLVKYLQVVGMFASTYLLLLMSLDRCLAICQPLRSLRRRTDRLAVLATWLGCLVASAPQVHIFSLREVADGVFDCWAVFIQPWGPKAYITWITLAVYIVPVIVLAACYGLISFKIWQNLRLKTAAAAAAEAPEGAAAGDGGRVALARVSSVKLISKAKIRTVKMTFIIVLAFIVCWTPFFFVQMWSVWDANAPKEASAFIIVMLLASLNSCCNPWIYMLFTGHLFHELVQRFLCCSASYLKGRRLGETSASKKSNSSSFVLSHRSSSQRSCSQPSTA
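Material: CHO-OTR cells, human receptor; compound dosing: single dose, 3.0 µM nominal final compound concentration; schedule: 6 min compound pre-incubation at room temperature, 100 s kinetic read; measured by: kinetic Fluo-8 calcium fluorescence; read-out basis: % activation vs EC15 and EC100 oxytocin; controls: EC15 oxytocin alone as 0%, 75 nM oxytocin as 100%; replicates: singlicate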
M1 ag = human M1 muscarinic receptor agonism; CHO-K1 hM1, Fluo-8 calcium fluorescence, agonist mode; 0% DMSO, 100% acetylcholine EC100; activation, % at 3 µM; 360,000 compounds, 0.33% hits; AID 588814;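 active = activation above the run's mean compound activation plus 3 SD, cut at about 16% in these data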;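 also: peak over basal fluorescence ratio within a 140 s kinetic read after compound addition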
CHO-K1 Ca antag = M1 antagonist counterscreen hit in parental CHO-K1 cells; ATP-induced calcium, Fluo-8 fluorescence; inhibition, % at 3 µM; 360,000 compounds, 0.6% hits; AID 602250;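 active = inhibition above a per-plate cutoff, the plate's mean sample inhibition plus 3 SD, cut at about 24% in these data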;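 also: 0% = DMSO plus EC80 ATP and 100% = DMSO alone without ATP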
An asterisk follows results filed as active; . = not tested or not shown. Random draw from the library; overall some 2.9% were active at least once.

SMILES	CHRM1 PAM	CHRM4 antagonist	M1 antag	CHO-K1 Ca ag	CHO parental Ca	CHRM4 agonist	OXTR potentiator	M1 ag	CHO-K1 Ca antag
COc1ccc(N(CC(=O)NCCc2ccc(C)cc2)S(=O)(=O)c2c(C)noc2C)cc1	-1	-6	2	1.3	-4	2	-9	-5	-21
CC1(C)Cc2ccccc2-c2[nH]c(=S)[nH]c(=O)c21	3	-11	-11	0.4	0	1	-4	0	13
CN1CCC(N(C)CC(=O)Nc2ccc3c(c2)OC(F)(F)O3)CC1	-23	7	72*	0.3	1	0	-2	-7	-9
CCN1CCN(c2ncc3c(n2)CC(c2cc(OC)c(OC)c(OC)c2)CC3=O)CC1 (stereo not given)	9	5	-12	0.1	-14	1	-10	-4	-6
CCN(C(=O)COC(=O)CCC(=O)c1cccs1)C1CCCCC1	6	-10	-10	1.7	-15	2	1	-5	-14
COc1ccc(Cl)cc1-c1nc(SCC(=O)NC(C)C(C)C)n[nH]1 (stereo not given)	2	3	2	4.5	-27	0	-5	-4	-8
O=C(O)c1cc2ccc(O)cc2oc1=O	-2	4	-4	0.3	.	0	.	-3	-10
CN(C)c1ccc(-c2nnc(-c3cccnc3)o2)cc1	-2	1	2	0.1	.	1	.	-3	-2
Cc1ccc(CNc2nc3ccccc3s2)s1	-6	-5	-12	0.0	-16	3	-9	-3	9
CCOCC(O)CNC(=O)c1ccc(OC2CCN(C(=O)c3cccnc3)CC2)cc1 (stereo not given)	10	-7	-15	0.5	-11	0	-21	-2	-8
C[C@H](CO)N1C[C@H](C)[C@H](CN(C)S(=O)(=O)c2ccc(F)cc2)Oc2ncc(Br)cc2C1=O	2	-4	-10	-0.1	.	1	.	-5	-7
Cn1ccnc1CC(C)(O)c1ccccc1 (stereo not given)	-2	-10	-5	0.3	.	0	.	-6	-12
COc1ccc(C2=NS(=O)(=O)N(C)C(C(=O)NC3CCCC3)=C2)cc1OC	0	3	-6	0.7	2	2	-1	-3	-3
CCn1c(SCC(=O)NC2=NCCS2)nnc1C(C)NC(=O)c1ccc(Cl)cc1 (stereo not given)	12	10	-10	0.3	-13	2	-20	-4	13
Cc1c(N(C)C(=O)c2ccccc2F)c(=O)n(-c2ccccc2)n1C	1	9	10	-0.3	0	0	-15	0	2
O=C(NNC(=O)C1CC(c2cccs2)=NO1)Nc1ccccc1 (stereo not given)	4	2	13	0.0	1	0	-1	-1	-10
COc1ccc(C(=O)Nc2ccc(S(=O)(=O)Nc3cc(C)nc(C)n3)cc2)c(OC)c1	0	-15	7	0.4	-7	0	3	4	-1
COc1cccc(CN(C)C(=O)CN2C(=O)NC(c3ccccc3)(c3ccccc3)C2=O)c1	2	-1	4	0.7	-29	4	-2	-4	-7
C=CCN1N=C(/C=C/c2ccc(OC)cc2)CCC1=O	-4	9	11	0.4	-5	1	-7	-2	-7
COc1cc(CNCCSc2nnnn2C)cc(Br)c1OCc1ccc(F)cc1	4	3	-1	0.4	-19	6	-17	-4	2
CC(C(=O)NNS(=O)(=O)c1cccc(C(F)(F)F)c1)n1nnc(N2CCOCC2)n1 (stereo not given)	0	-18	-1	0.7	-14	1	-1	-3	2
O=C(Oc1ccc2ccccc2c1)c1cncc(Br)c1	1	-10	-2	0.2	-5	1	-8	-1	-5
Cc1c(C(=O)OCC(O)=C(C#N)c2nc3ccccc3[nH]2)oc2ccc(Br)cc12	18	-8	-26	0.7	.	1	.	-1	-16
Cc1nn(C)cc1/C=N/n1nnnc1N	7	1	-5	0.6	-11	0	0	-4	-1
COc1ccc(OCc2cc(C(=O)NC(C)c3csc(C)n3)no2)c(Cl)c1 (stereo not given)	-6	4	1	2.9	-12	4	-8	-3	-2
CCOc1ccccc1C(=O)N(CCC(=O)OC)c1ccccn1	4	-9	-16	-0.4	-14	0	-16	-2	-3
C[C@H](NC(=O)N1CCC(Cc2ccccc2)CC1)C(=O)O	15	-1	-16	0.5	-3	0	-3	2	-6
O=C(Nc1ccc(S(=O)(=O)Nc2ncccn2)cc1)c1ccc(Br)o1	7	-1	-4	18*	11	1	-10	-1	1
C=CCn1c(O)c(N=NC(=O)CNC(=O)/C=C/c2ccc(OC)cc2)c2ccccc21	4	-5	-7	0.3	-3	0	-4	-7	-19
COc1ccc(C)cc1S(=O)(=O)N(C)CC(=O)NC1CCCCCC1	2	4	0	3.9	-18	9	-5	-8	-4

Some of the entries above, reformatted.
The line under a structure holds: CHRM1 PAM | CHRM4 antagonist | M1 antag | CHO-K1 Ca ag | CHO parental Ca | CHRM4 agonist | OXTR potentiator | M1 ag | CHO-K1 Ca antag
- COc1cccc(CN(C)C(=O)CN2C(=O)NC(c3ccccc3)(c3ccccc3)C2=O)c1
    2 | -1 | 4 | 0.7 | -29 | 4 | -2 | -4 | -7
- C=CCN1N=C(/C=C/c2ccc(OC)cc2)CCC1=O
    -4 | 9 | 11 | 0.4 | -5 | 1 | -7 | -2 | -7
- COc1cc(CNCCSc2nnnn2C)cc(Br)c1OCc1ccc(F)cc1
    4 | 3 | -1 | 0.4 | -19 | 6 | -17 | -4 | 2
- CC(C(=O)NNS(=O)(=O)c1cccc(C(F)(F)F)c1)n1nnc(N2CCOCC2)n1 (stereo not given)
    0 | -18 | -1 | 0.7 | -14 | 1 | -1 | -3 | 2
- O=C(Oc1ccc2ccccc2c1)c1cncc(Br)c1
    1 | -10 | -2 | 0.2 | -5 | 1 | -8 | -1 | -5
- Cc1c(C(=O)OCC(O)=C(C#N)c2nc3ccccc3[nH]2)oc2ccc(Br)cc12
    18 | -8 | -26 | 0.7 | . | 1 | . | -1 | -16
- Cc1nn(C)cc1/C=N/n1nnnc1N
    7 | 1 | -5 | 0.6 | -11 | 0 | 0 | -4 | -1
- COc1ccc(OCc2cc(C(=O)NC(C)c3csc(C)n3)no2)c(Cl)c1 (stereo not given)
    -6 | 4 | 1 | 2.9 | -12 | 4 | -8 | -3 | -2
- CCOc1ccccc1C(=O)N(CCC(=O)OC)c1ccccn1
    4 | -9 | -16 | -0.4 | -14 | 0 | -16 | -2 | -3
- C[C@H](NC(=O)N1CCC(Cc2ccccc2)CC1)C(=O)O
    15 | -1 | -16 | 0.5 | -3 | 0 | -3 | 2 | -6
- O=C(Nc1ccc(S(=O)(=O)Nc2ncccn2)cc1)c1ccc(Br)o1
    7 | -1 | -4 | 18* | 11 | 1 | -10 | -1 | 1
- C=CCn1c(O)c(N=NC(=O)CNC(=O)/C=C/c2ccc(OC)cc2)c2ccccc21
    4 | -5 | -7 | 0.3 | -3 | 0 | -4 | -7 | -19

Returning to the listing, starting two compounds before the break.
SMILES	CHRM1 PAM	CHRM4 antagonist	M1 antag	CHO-K1 Ca ag	CHO parental Ca	CHRM4 agonist	OXTR potentiator	M1 ag	CHO-K1 Ca antag
C=CCn1c(O)c(N=NC(=O)CNC(=O)/C=C/c2ccc(OC)cc2)c2ccccc21	4	-5	-7	0.3	-3	0	-4	-7	-19
COc1ccc(C)cc1S(=O)(=O)N(C)CC(=O)NC1CCCCCC1	2	4	0	3.9	-18	9	-5	-8	-4
CCOc1nc2c(c(-c3cccs3)c1C#N)Cc1ccccc1-2	3	8	4	-0.1	-6	1	0	-2	2
Clc1ccccc1-c1cc2nc(NCCCn3ccnc3)ccn2n1	14	-16	-17	0.0	.	4	.	1	11
CS(=O)(=O)N(Cc1ccccc1)c1ccc(C(=O)N2CCOCC2)cc1	5	2	-24	-0.1	-14	0	-5	-1	4
Cc1cc(C)c(NC(=O)CSc2cccc[n+]2[O-])c(C)c1	1	-2	-2	0.0	-7	1	2	-3	6
N=c1c(C(=O)NC2CCCCC2)cc2c(=O)n3ccccc3nc2n1Cc1ccco1	6	3	-5	-0.5	1	1	-4	-13	2
COc1cc(CN2CC(C)OC(C)C2)cc(OC)c1 (stereo not given)	5	-4	-11	0.2	2	1	-2	-5	-8
CCCCn1c(N)c(N(CC(C)C)C(=O)C2CCN(C(=O)c3ccc(F)cc3)CC2)c(=O)[nH]c1=O	3	0	0	0.3	-4	1	-2	0	-9
O=S(=O)(c1ccc(Cl)c(F)c1)N1CCC(c2nc(-c3ccncc3)no2)CC1	2	6	-9	0.9	-3	0	-5	-3	-18
Cc1nn(C)c(C(=O)N/N=C/c2ccncc2)c1Cl	8	14	-14	0.4	-8	0	3	-3	0
CCC(=O)NC(=S)NNC(=O)COc1ccc(Br)cc1	3	9	2	0.9	2	0	-2	-4	-7
COC(=O)Cc1ccc(O)c(N)c1	2	-3	-4	-0.1	-5	1	-14	-6	-3
CC(=O)c1ccc(OC(=O)C2CC(=O)N(c3cccc(C)c3)C2)cc1 (stereo not given)	-5	5	18	0.0	-8	0	1	-4	-3
O=C(Nc1ccc(F)cc1)c1cccnc1NCCc1ccccc1	0	-5	4	0.6	-12	-2	-7	-3	-10
O=C(C[C@@H]1C/C=C/CC[C@H](Cc2ccc(F)cc2)C(=O)O[C@H](c2ccccc2)CNC1=O)NCCO	12	6	8	0.8	-22	2	-2	5	-7
COc1ccc(C(=O)NCC(c2ccco2)N(C)C)cc1S(=O)(=O)NCc1ccc(Cl)cc1 (stereo not given)	-18	5	25	-0.3	-8	1	1	-9	-7
CCCOc1ccc(N2C(=O)CC(N(CCC)C(=O)CCC(=O)O)C2=O)cc1 (stereo not given)	5	-5	-14	0.2	-7	1	-12	-2	-2
O=C1NC(Cc2ccccc2)c2nc3cc(F)c(F)cc3c(=O)n2-c2ncccc21 (stereo not given)	4	-9	-9	0.7	.	3	.	-4	-8
C[C@H](CO)N1C[C@H](C)[C@@H](CN(C)Cc2ccc(Cl)c(Cl)c2)Oc2ccc(NC(=O)Cn3cnnn3)cc2C1=O	13	8	-3	0.5	-17	0	-6	-10	-15
C=CCOC(=O)C1=C(C)NC(SCC(=O)Nc2ccccc2)=C(C#N)C1c1ccco1 (stereo not given)	0	-7	9	0.9	26	5	-22	1	3
CC(C)NS(=O)(=O)c1ccc(NC(=O)C(C)OC(=O)CCC2CCCCC2)cc1 (stereo not given)	-6	-7	11	0.8	.	7	.	0	5
Cc1ccc(NC(=O)CCC(=O)NNC(=O)Cc2ccccc2)cc1C	-2	4	-7	-0.1	-7	0	5	-4	-12
COC(=O)c1ccc(CN2C(=O)NC3(CCC(C)CC3)C2=O)o1 (stereo not given)	6	2	-37	0.4	-8	0	2	2	-5
CCCC(=O)NC(=S)Nc1cccc(Cl)c1N1CCCC1	2	-19	-6	-0.2	-24	0	-2	-5	-10
Cc1ccc(OCCSc2nc3ncnc(N)c3[nH]2)cc1	6	5	-5	1.0	-10	1	-6	-3	-11
O=C(CN(c1ccccc1)S(=O)(=O)c1ccccc1)NCCSc1nc2ccccc2s1	8	2	6	-0.3	-24	1	-4	-1	7
COc1ccc(C(C)C)cc1S(=O)(=O)N1CCC(C(=O)NCC2CCCO2)CC1 (stereo not given)	3	0	0	1.3	-11	2	-13	-2	-7
